Bioassay records: PubChem, National Center for Advancing Translational Sciences (NCATS)
HepG2 viability: counter-screen for TGF-b inhibitors: cytotoxicity in HepG2 cells | 410,000 compounds, 0.76% hits | Potency, µM (doses to about 46.1 µM), without a hit: at the top dose activity change, negative = cytotoxicity, usual class: cytotoxic | HepG2 CAGA-GFP viability, ATP luminescence, 18 h; also: potency is read from the fitted curve at half-maximal effect; some results filed as inactive show a strong effect at the top dose
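CellTiter-Glo luminescence gave cytotoxicity after 18 hours at 37 degrees C. The cells were HepG2 CAGA-GFP in 1% FBS DMEM, stimulated with 500 pg/mL TGF-beta after compound addition. %Activity was normalised to no-cell wells (complete cell-killing) and DMSO (no toxicity), and curves were fitted and classified.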
MmCpn inh: M. maripaludis TRiC chaperonin inhibition; 330,000 compounds, 0.031% hits; Potency, µM (titrated, usually from 76.9 µM), without a hit: at the top dose activity, negative = inhibition, actives largely listed as inhibitors; purified Mm-Cpn ATPase, ADP Transcreener TR-FRET; AID 504842; also: potency is read from the fitted curve at half-maximal effect; % is scaled to controls: 0 for no effect and ±100 for the full control effect; nearly all actives have a fitted effect of over 80% in size
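ATPase turnover read by TR-FRET ADP competition (Eu cryptate antibody/ADP-d2, 665/590 nm): 10uM ATP final, 25nM Mm-CPN final, 30 min 37degC after 10-min compound preincubation, pH 7.4 Tris/KCl/MgCl2/DTT buffer.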
Nrf2 ARE act: Nrf2 pathway activation | AREc32 ARE-luciferase reporter (MCF7-derived line), luminescence, 24 h | Potency, µM (top dose mostly 46.1 µM), for inactives: at the top dose activation, most hits filed as activators | 410,000 compounds, 0.31% hits | AID 624171; also: potency is read from the fitted curve at half-maximal effect; % of control where 0% means no effect; nearly all actives have a fitted effect of over 65% in size
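ARE activation measured as luciferase luminescence (Steady-Glo, 30 min RT) in AREc32_Fluc cells after 24 hr compound exposure at 37 deg C, 5% CO2; cells seeded overnight at 1000/well in OPTI-MEM, 5% FBS.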
Akt phos inh: blocks phosphorylation of Akt. Neuro2A IGF-stimulated pAkt S473 HTRF, 20 min; active compounds read low. activity change, % for hits at 50 µM. 360,000 compounds, 0.32% hits; in the data active = activity change below about -80%; inconclusive = mostly about -51% to -80%; also: % is scaled to controls: 0 for no effect and ±100 for the full control effect
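Neuro2A cells in DMEM with 0.5% FBS, overnight at 37 deg C, given compound at single 50 µM final, then IGF (6 nM final) for 20 min at 37 deg C. Lysed; phospho-Akt Ser473 by HTRF after 24 h, 665/615 ratio.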
ATXN viability: reduces viability in counter-screen for ATXN expression inhibitors. S2 cells (HEK-293 line with an ATXN2-luciferase reporter) viability, CellTiter-Fluor protease fluorescence, 24 h. Potency, µM (doses to about 56.7 µM), most hits filed as cytotoxic. 400,000 compounds, 0.49% hits. AID 651635; also: potency is read from the fitted curve at half-maximal effect; nearly all actives have a fitted effect of over 40% in size
Nrf2 inh: Nrf2 pathway inhibition | A549 ARE-Fluc reporter, luciferase luminescence, 18-24 h | Potency, µM (titrated, usually from 46 µM), without a hit: at the top dose activity change, negative = inhibition, usual class: inhibitors | 360,000 compounds, 2.1% hits | AID 504444; also: potency is read from the fitted curve at half-maximal effect; % is scaled to controls: 0 for no effect and ±100 for the full control effect; nearly all actives have a fitted effect of over 60% in size
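Nrf2 activity is the BugLite luminescence, read 15 min after reagent at room temperature, following CellTiter-Fluor cytotoxicity readout (30 min, 37C). Compound titrations were applied for 18-24 h to 5000 A549 ARE_Fluc cells/well in 5% FBS OPTI-MEM.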
A549 viability: counter-screen for Nrf2 inhibitors: cytotoxicity in A549 cells | A549 ARE-Fluc cells, CellTiter-Fluor viability, 18-24 h | 390,000 compounds, 0.16% hits | AID 504648 | Potency, µM (top dose mostly 46 µM), for inactives: at the top dose activity change, negative = cytotoxicity, actives largely listed as inhibitors; also: potency is read from the fitted curve at half-maximal effect; % is scaled to controls: 0 for no effect and ±100 for the full control effect
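A549 ARE-Fluc cells in 5% FBS OPTI-MEM, 5000 cells/well, rested 2 h then exposed to compounds in concentration-response for 18-24 h at 37 °C. Viability by CellTiter-Fluor fluorescence (Ex 405/Em 525) after 30 min; luciferase luminescence (BugLite, 15 min, RT) read afterwards.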
TGFb inhibitor: blocks TGF-b signaling; HepG2 CAGA-GFP TGF-b/SMAD3 reporter, GFP fluorescence, 18 h; TGF-beta stimulated, 500 pg/mL final; Potency, µM (top dose mostly 46.1 µM), without a hit: at the highest dose activity, negative = inhibition, most hits filed as inhibitors; 410,000 compounds, 1.2% hits; AID 588855; also: potency is read from the fitted curve at half-maximal effect; % is scaled to controls: 0 for no effect and ±100 for the full control effect; nearly all actives have a fitted effect of over 65% in size
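First, reporter cells (HEPG2 CAGA-GFP) rested 2 h at 37 degrees C. Next, compounds were pinned in and TGF-beta added to 500 pg/mL final. After 18 h, GFP was imaged per cell and summed per well.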
CCT modulator: changes cytosolic chaperonin activity | purified chaperonin ATPase assay, HTRF ADP detection, 30 min | activity change, % (test concentration not listed), hits read low | 360,000 compounds, 0.3% hits | AID 651819; in the data active = activity change below about -30%; also: % is scaled to controls: 0 for no effect and ±100 for the full control effect
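ATPase activity: ADP formed was measured by HTRF Transcreener (665/615 nm ratio) after 30 min at 37 deg C with 10 uM ATP. Compounds screened at one 76 uM concentration against 40 or 20 nM TRiC in Tris pH 7.4/KCl/MgCl2/DTT buffer.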
Numbers without * were called inactive; i = inactive; ? = inconclusive; . = no result given; [ ] = remark or other dose. Unless noted, calls follow the shape of the dose curve; as a rule, active = well fitted curve in the direction sought with a large enough effect; inconclusive = small, poorly fitted or top-dose-only effect, or another doubt; inactive = no such curve, though single readings can be large; an effect the other way counts as inactive or inconclusive.

Sample of the layout, two compounds:
Order of values: HepG2 viability, TGFb inhibitor, Nrf2 ARE act, Nrf2 inh, MmCpn inh, ATXN viability, CCT modulator, Akt phos inh, A549 viability
CCc1ccc(CNC(=O)c2ccc(OC)c(OC3CCN(C(C)C)CC3)c2)nc1
 : -3%, -2%, 2.5%, 16%, -1%, ?, 0.7, i, -1%
Cc1ccc(NC(=O)COC(=O)c2c(-c3ccccc3)noc2C)c(C)c1
 : -49%, ?, -0.7%, 17%, 0%, i, 2.7, i, -1%

All compounds of this part, from the first entry:
Order of values: HepG2 viability, TGFb inhibitor, Nrf2 ARE act, Nrf2 inh, MmCpn inh, ATXN viability, CCT modulator, Akt phos inh, A549 viability
CCc1ccc(CNC(=O)c2ccc(OC)c(OC3CCN(C(C)C)CC3)c2)nc1
 : -3%, -2%, 2.5%, 16%, -1%, ?, 0.7, i, -1%
Cc1ccc(NC(=O)COC(=O)c2c(-c3ccccc3)noc2C)c(C)c1
 : -49%, ?, -0.7%, 17%, 0%, i, 2.7, i, -1%
Cc1ncoc1C(=O)N1CCCC(C(=O)c2cccc3ccccc23)C1 (stereo not drawn)
 : -4%, 2%, -0.9%, 10%, 0%, i, -0.7, i, -1%
COc1ccc(CCNC(=O)CCc2cn(Cc3ccc(C)cc3)c3ccccc23)c(OC)c1OC
 : -23%, ?, 1.1%, ?, ., ., ., ., -5%
Cc1ccc(-c2noc(C3CCCN(C(=O)c4ccc(Cl)cc4)C3)n2)o1 (stereo not drawn)
 : 16%, 2%, 2.3%, ?, -21%, ?, -2.1, i, -22%
COc1ccc(C2Nc3ccccc3C(=O)N2NC(C)=O)cc1OC (stereo not drawn)
 : 3%, 15%, 2.0%, 8%, 1%, ?, -2.5, i, 1%
Cc1nn2c(-n3ccnc3C)c3c(nc2c1-c1ccccc1)CCC3
 : 2%, 2%, -0.3%, 2%, 1%, i, -3.4, i, 18%
O=C(CSc1nnc(-c2ccc(Cl)cc2)o1)N1CCc2ccccc21
 : -16%, -6%, -0.5%, 4%, ., i, ., ., -2%
OC(CN1CCOCC1)(c1ccccc1)c1ccccn1 (stereo not drawn)
 : 5%, 4%, -0.9%, 5%, 2%, ., -5.4, i, 1%
CCc1cccc(NC(=O)c2cc3c(=O)[nH]c4ccccc4c3n2C)c1
 : -46%, -10%, 2.9%, ?, ., i, ., ., -20%
Cn1cnnc1SCC(=O)Nc1ccc(F)cc1F
 : 30%, -15%, 2.1%, -10%, -9%, i, 0.9, i, 7%
CCSc1oc(-c2cccs2)nc1S(=O)(=O)c1ccc(Br)cc1
 : -5%, -1%, 0.1%, -14%[9.27 µM], ., i, ., ., ?
Cc1ccc(C(C)(O)CS(=O)(=O)Cc2ccccc2)cc1 (stereo not drawn)
 : -20%, -3%, 0.1%, -2%, -3%, i, 0.4, i, -2%
CCOC(=O)C1=C(C)NC(=NC)SC1c1ccccc1 (stereo not drawn)
 : -54%, -6%, 0.2%, -14%, 1%, i, 1.4, i, -1%
Cc1ccccc1OC(C)C(=O)NCc1cccnc1 (stereo not drawn)
 : -7%, 7%, 0.1%, -8%, 1%, i, -0.5, i, 4%
COc1ccc(CNC(=O)[C@H](Cc2c[nH]c3ccccc23)NC(C)=O)cc1OC
 : 6%, -1%, -0.9%, -5%, -2%, i, -14, i, 1%
COc1ccc(NC(=O)CS(=O)c2ccc(F)cc2)cc1 (stereo not drawn)
 : 4%, -6%, 0.2%, 0%, -1%, i, -1.6, i, 0%
O=C(CCN1C(=O)C2C3CCC(C3)C2C1=O)Nc1ccc([N+](=O)[O-])cc1 (stereo not drawn)
 : 3%, -20%, 0.1%, 12%, 3%, i, -3.9, i, 0%
COc1ccccc1CCNC(=O)Cn1c(=O)oc2ccccc21
 : 4%, 0%, -0.4%, -7%, 1%, i, -0.5, i, -1%
O=C(CCc1ccccc1)NNc1cc(N2CCCCC2)nc(N2CCCCC2)n1
 : 0%, 6%, 0.5%, -10%, 0%, i, 2.6, i, 8%
ClCCCc1cn(C[C@H]2CC[C@@H]([C@@H]3CC[C@H](Cn4cc(CCCCl)nn4)O3)O2)nn1
 : -5%, 16%, -0.5%, -1%, 1%, i, -2.7, i, 0%
CCOc1ccc(CSC2=NCCN2)cc1[N+](=O)[O-]
 : -23%, -21%, 19%, ?, -3%, i, -2.0, i, ?
CC(C)NC(=O)c1cc(C2CCCCN2C(=O)c2ccc(C#N)cc2)on1 (stereo not drawn)
 : 6%, 43%, 0.2%, ., ., i, 0.7, i, .
COc1ccccc1CNC(=O)CCn1c(=O)c2ccccc2n(CC(=O)Nc2cc(Cl)ccc2C)c1=O
 : 5%, 2%, -0.7%, 0%, ., i, ., ., 7%
Cc1ccc(S(=O)(=O)c2nnn3c2nc(NC(C)C)c2sccc23)cc1
 : 16µM*, 10µM*, -0.4%, -12%, ., ., ., ., 8%
S=c1[nH]nc(COc2ccccc2)n1/N=C/C(Cl)=C/c1ccccc1
 : -84%, ?, ?, -14%, 0%, ?, 0.1, i, .
COc1ccc(NC(=O)CSc2nc3ccccc3nc2N2CCCC2)cc1
 : -23%, -10%, 0.7%, 0%, -1%, i, 0.2, i, -6%
CCN(CC(=O)NCc1ccc(Cl)cc1)C(=O)COc1ccc(Cl)cc1Br
 : -30%, -15%, -0.5%, -17%, 1%, i, 3.0, i, -3%
COc1ccc(CCNC(=O)Cn2c(=O)c3cccn3c3ccc(F)cc32)c(OC)c1
 : 5%, -14%, -0.5%, -8%, ., ., ., ., 8%
O=C(NCc1ccc(Cl)cc1)N1CCOCC1
 : 2%, -11%, -0.8%, 2%, -1%, i, -0.9, i, -1%
Cc1cccc(NC(=O)c2ccc(C3SCC(=O)N3CCc3ccccc3)cc2)c1C (stereo not drawn)
 : 2%, -15%, -0.1%, ?, 3%, ?, -1.3, i, -8%
CCCNc1c(NC(=O)C2CCC(C)CC2)c(=O)oc2ccccc12 (stereo not drawn)
 : -2%, 8%, -0.6%, 8%, 1%, i, 1.4, i, 1%
CCOC(=O)c1ccc(NC(=O)C2CCN(S(=O)(=O)c3ccc4c(c3)CCCC(=O)N4)CC2)cc1
 : -25%, -7%, 3.1%, ?, ., ?, ., ., -3%
Cn1cnnc1SCC(=O)NCc1ccccc1
 : -15%, 1%, 0.2%, -10%, 3%, i, -0.6, i, 6%
O=[N+]([O-])c1cc(/C=N/N/C(=N/c2ccccn2)c2ccccn2)ccc1O
 : -39%, ?, 3.0%, 6%, 0%, ., -2.8, i, ?
COCCCNC(=S)NCCNc1nc2cc(C)cc(C)c2cc1C#N
 : 11%, 14%, 0.4%, 1%, 0%, i, -3.8, i, 0%
O=C(c1ccc(OC2CCN(CCc3ccccc3)CC2)cc1)N1CCCC(CO)C1 (stereo not drawn)
 : 9%, 7%, -0.7%, 19%, 0%, i, 2.2, i, 0%
COc1ccc(-c2noc(CCC(=O)N3CCN(c4ccc(F)cc4)CC3)n2)cc1
 : -4%, 2%, 0.2%, -16%, 0%, i, 1.2, i, 11%
CCOC(=O)c1nn(-c2ccc(OCC)cc2)c2nc(-c3ccco3)c(C#N)c(=O)n12
 : -1%, -1%, 0.3%, ?, -1%, i, 2.7, i, -14%
CNc1ncnc2sc(-c3ccccc3)cc12
 : -5%, 5%, 13%, ?, -2%, i, -0.4, i, 5%
Cc1ccc2[nH]c(=O)c3cc(C(=O)N(C)c4ccccc4C)sc3c2c1
 : -5%, 3%, -0.8%, -3%, ?, ?, -4.9, i, 1%
OCc1nc2nc(Cl)c(Cl)nc2[nH]1
 : -14%, ?, -0.5%, 2%, 2%, i, -1.6, i, -2%
NNC(=O)C(=O)NCCCN1CCOCC1
 : 2%, 5%, -0.6%, -2%, -1%, i, -3.2, i, 4%
CC(=O)c1ccc(NC(=O)c2cc(-c3ccc4c(c3)OCO4)on2)cc1
 : 74%, 62%[activator], 0.1%, 17%, ., i, ., ., -6%
Cc1ccc(C(CNC(=O)C(=O)Nc2ccc3c(c2)OCCO3)N2CCN(C)CC2)cc1 (stereo not drawn)
 : -19%, -20%, 0.0%, 9%, 0%, ?, -3.6, i, -1%
CN1CCN(C(=O)c2ccc(S(=O)(=O)Nc3ccccc3)cc2)CC1
 : 0%, 0%, 0.5%, 0%, 0%, i, -2.5, i, -20%
CC1(C(=O)Nc2ccc(F)cc2F)CCN1C(=O)CCC1CCCC1 (stereo not drawn)
 : -10%, -25%, 4.5%, ., ., i, 0.5, i, .
COc1ccc(NC(=O)CSc2n[nH]c(=O)n2C2CC2)cc1OC
 : 36%, 36%[activator], -0.3%, 3%, -2%, i, 0.8, i, 9%
O=C(NCc1ccco1)c1cnn2c(C(F)F)cc(-c3ccccc3)nc12
 : -14%, 8%, 11%, 6%, 2%, i, -3.1, i, -2%
CCOC(=O)N1CCC(NC(=O)CS(=O)Cc2nc(-c3ccc(OC)c(OC)c3)oc2C)CC1 (stereo not drawn)
 : 8%, -21%, 0.9%, -26%, 2%, i, -1.6, i, 1%
CCCCCC(=O)Nc1ccc(N2CCN(C(=O)c3ccccc3)CC2)cc1
 : -3%, -7%, 0.0%, ., 0%, ?, -0.2, i, -2%
C=C(C(=O)c1ccccc1)C(CC(=O)c1ccccc1)c1ccccc1 (stereo not drawn)
 : 4%, 13µM*, 4.1%, 23µM*, 1%, ?, 1.3, i, ?
Cc1ccc(C(=O)NCc2ccc(N(C)C)cc2)cc1NC(=O)c1nsc2ccccc12
 : -13%, -23%, 3.7%, ., ., i, ., ., -1%
